Compound activity as filed in PubChem BioAssay.
SUMO HTRF inh: inhibitors of human SUMOylation (UBC9) | P63279 | HTRF SUMOylation assay, SAE1/SAE2 + UBC9, in vitro | actives 0.36% (n = 290,000) | inhibition, % at 35 µM; in the data active means inhibition above about 50%, passing the limit was not always enough; further: strong numbers were not always called active
Target sequence (P63279 whole entry, looked up): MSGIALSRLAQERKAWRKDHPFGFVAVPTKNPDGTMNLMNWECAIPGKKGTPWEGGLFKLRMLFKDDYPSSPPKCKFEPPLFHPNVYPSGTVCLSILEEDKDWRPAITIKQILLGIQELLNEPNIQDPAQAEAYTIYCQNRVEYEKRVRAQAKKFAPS
p-CIP stab down: compounds decreasing mouse p/CIP protein stability; Q05BA5; decrease of EGFP signal, % at 10 µM; F442A p/CIP-EGFP cells, EGFP fluorescence, 16 h; actives 0.01% (n = 290,000);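 active means EGFP signal decrease of at least 30% at 10 µM or well 3 SD below plate mean, unless failing retest; inactive means the rest, including hits failing retest or dose response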; further: some compounds called inactive have numbers as strong as hits; many of its hits are not listed in these tables
CRFBP-R2 block: CRF-BP/CRF-R2 complex antagonism | HEK293 CRF-R2/CRF-BP, CRF-induced calcium fluorescence | inhibition, % at 11.8 µM | actives 0.59% (n = 350,000) | AID 588475;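 active means inhibition of the ligand-induced calcium signal above about 50% at the single tested concentration, limit read from the data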
NS3 helicase inh: HCV NS3 helicase inhibition | actives 0.56% (n = 290,000) | NS3 helicase DNA unwinding, Cy5 molecular beacon fluorescence | AID 1800 | inhibition, % at 10.9 µM;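 active means inhibition above the mean of all tested compounds plus 3 SD, set per campaign, cut at about 35% in these data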;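 further: 0% = DMSO wells and 100% = thioflavine S control wells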
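Assay system – hepatitis C virus NS3 helicase domain fragment enzyme · Buffer or medium – MOPS pH 6.5, MgCl2, DTT, Tween20, BSA · Reagent – Cy5/quencher beacon DNA duplex and ATP to start · Compound – single 10.9 µM dose · Timing – 1 h at 25 °C · Technique – Cy5 beacon fluorescence read at start and 1 h · Measure – % inhibition of unwinding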
VIM-2 inh: blocks Pseudomonas aeruginosa VIM-2 metallo-beta-lactamase; purified VIM-2, nitrocefin hydrolysis, epi-absorbance fluorescence; inhibition, % at 5.6 µM; actives 0.89% (n = 290,000); AID 1527;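 active means inhibition above the mean of all tested compounds plus 3 SD, cutoff set per screening run, cut at about 7.5% in these data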;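 further: red hydrolysis product quenches plate fluorescence so inhibitors raise well fluorescence; 0% = enzyme with DMSO and 100% = DMSO without enzyme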
IMP-1 inh: inhibitors of Pseudomonas aeruginosa IMP-1 metallo-beta-lactamase; purified IMP-1, nitrocefin hydrolysis, epi-absorbance fluorescence; inhibition, % at 5.6 µM; actives 0.45% (n = 290,000); AID 1556;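 active means inhibition above the mean plus 3 SD of all compounds in the same screening run, cut at about 4.5% in these data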;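 further: 0% = IMP-1 with DMSO and 100% = DMSO wells lacking enzyme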
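System – purified recombinant IMP-1 beta-lactamase · Input – IMP-1 dispensed at 0.2 nM · Timing – 15 min preincubation plus 25 min reaction at 25 °C · Signal – Epi-absorbance fluorescence, 480 nm excitation, 530 nm emission · Measure – percent IMP-1 inhibition derived from blank-referenced optical density · Controls – Enzyme-plus-DMSO low control, enzyme-free DMSO high control · Replication – singlicate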
IDE act: boosts human insulin-degrading enzyme activity in HEK cells; P14735; FAbeta-B cleavage, fluorescence polarization; 0% vehicle, 100% cell-free pure enzyme wells; activation, % at 5.96 µM; actives 0.073% (n = 340,000);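 active means activation above the mean of all tested compounds plus 3 SD, set per screening campaign, cut at about 17% in these data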
IDE cell inh: inhibits human insulin-degrading enzyme in HEK cells. P14735. FAbetaB cleavage, fluorescence polarization. inhibition, % at 5.59 µM. actives 0.41% (n = 320,000);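 active means percent inhibition above the average of all tested compounds plus 3 SD, set per screening campaign, cut at about 16% in these data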;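 further: IDE supplied by intact live HEK cells; FP after avidin binding of uncleaved biotin substrate so inhibition keeps polarization high; 0% = DMSO wells and 100% = 60 µM reference IDE inhibitor Ii1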
GalR3 antagonist: antagonists of human GalR3; O60755; HEK293 GalR3-CNG cAMP membrane potential fluorescence; galR3 body fused to GalR1 C-terminus; inhibition, % at 3 µM; actives 0.44% (n = 360,000); AID 651719;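 active means inhibition above the screen-wide average plus 3 SD, cut at about 13% in these data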;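 further: forskolin and galanin both at EC90 stimulate the cells; cAMP rise reported by CNG channel membrane potential dye signal; 0% = forskolin plus galanin with DMSO and 100% = forskolin alone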
Target sequence (O60755 1-299 limits assumed): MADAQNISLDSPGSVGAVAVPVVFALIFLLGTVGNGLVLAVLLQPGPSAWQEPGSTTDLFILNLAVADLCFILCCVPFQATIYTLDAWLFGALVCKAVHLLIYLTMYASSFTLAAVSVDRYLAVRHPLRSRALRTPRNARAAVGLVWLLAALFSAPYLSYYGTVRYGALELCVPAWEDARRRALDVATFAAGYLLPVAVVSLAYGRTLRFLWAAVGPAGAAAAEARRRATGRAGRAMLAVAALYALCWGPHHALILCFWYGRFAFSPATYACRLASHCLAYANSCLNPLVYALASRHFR
* hit, by the source's call; x = no result given.

# | Structure | SUMO HTRF inh | p-CIP stab down | CRFBP-R2 block | NS3 helicase inh | VIM-2 inh
1 | O=C(COc1ccc(Cl)cc1Cl)Nc1c(-c2cccs2)nc2ccccn12 | -12 | -10 | 13 | 5 | -0.5
2 | Cc1ccc2nc(N3C(=O)C(O)=C(C(=O)c4ccc(C)o4)C3c3ccc(O)cc3)sc2c1 (stereo not given) | x | x | 3 | x | x
3 | Cc1ccc(-c2cc(C(=O)N3CC(C)OC(C)C3)c3ccccc3n2)o1 (stereo not given) | x | x | 3 | x | x
4 | Cc1ccc(C(=O)NC(=S)Nc2ccc(N3CCN(C(=O)c4ccco4)CC3)cc2)cc1 | 22 | -4 | -33 | -21 | -1.6
5 | C=CCOc1cccc(NC(=O)c2ccccc2SC)c1 | -4 | -1 | 29 | 16 | -1.1
6 | CCOc1cc(C)c(S(=O)(=O)NCCCn2ccnc2)cc1C | 4 | -13 | -4 | -28 | -2.9
7 | Clc1ccc(Oc2cnc3ccccc3n2)cc1 | -32 | 3 | -1 | -2 | -4.7
8 | Cc1cc(C(=O)OCC(=O)NCCCN2CCCC2=O)c2ccccc2n1 | 18 | -10 | 5 | 5 | -3.8
9 | CCCc1cc(Nc2cccc(OCC)c2)n2ncnc2n1 | 33 | -14 | -7 | 4 | 2.1
10 | Cc1ccc(S(=O)(=O)N(C)c2ccc(C(=O)N3CCN(Cc4ccc5c(c4)OCO5)CC3)cc2)cc1 | -12 | 3 | 49 | -13 | -7.0
11 | COCC(=O)N1CCc2ccc(NC(=O)c3ccccc3Cl)cc2C1 | 0 | 0 | 6 | -2 | -2.3
12 | C=CCNC(=S)Nc1ccc(N2CCOCC2)c(S(=O)(=O)Nc2ccccc2Cl)c1 | 1 | 0 | 0 | -6 | -2.0
13 | O=C(CNC(=O)c1ccco1)OCC(=O)c1ccc2ccccc2c1 | 24 | 5 | -15 | 5 | -3.1
14 | COc1ccc(CNC(=S)Nc2ccc(-c3ccccc3)cc2)cc1 | 6 | 2 | -3 | -27 | -4.3
15 | C=CCOc1ccc(CN(C)CC(=O)Nc2ccccc2[N+](=O)[O-])cc1 | 4 | -5 | 0 | -13 | -2.7

# | IMP-1 inh | IDE act | IDE cell inh | GalR3 antagonist
1 | -4.7 | 3 | 3 | -1
2 | x | -6 | -1 | -3
3 | x | 3 | -4 | -5
4 | -0.8 | 4 | -2 | -2
5 | -3.2 | 1 | -2 | 6
6 | -3.1 | 3 | 3 | -9
7 | -2.6 | 4 | 5 | -4
8 | -3.3 | -4 | -3 | -1
9 | -3.8 | -4 | 1 | -7
10 | -3.1 | 8 | 6 | -7
11 | -2.3 | 6 | 0 | -4
12 | -1.6 | 0 | -2 | 0
13 | -2.5 | -5 | -3 | -1
14 | -2.9 | 4 | 2 | -5
15 | -5.8 | 7 | -5 | -3

More entries.
# | Structure | SUMO HTRF inh | p-CIP stab down | CRFBP-R2 block | NS3 helicase inh | VIM-2 inh
16 | CCOc1ccc(N(CC(=O)NC2CCCCC2)C(=O)CSc2nnc(COc3ccccc3)o2)cc1 | 4 | -14 | -4 | -4 | -1.6
17 | O=C(Cn1cncc1-c1ccc([N+](=O)[O-])cc1)Nc1cccc2ccccc12 | 20 | -4 | 15 | -18 | -1.9
18 | Cc1cc(C)cc(NC(=O)N2C3CCCC2CC(NC(=O)C2CC2)C3)c1 (stereo not given) | 4 | 2 | -7 | 15 | -2.8
19 | Cc1cccc(C)c1NC(=O)C1CCN(S(C)(=O)=O)CC1 | 5 | -7 | 16 | 3 | -0.5
20 | COc1cccc(CN(Cc2cccnc2)S(=O)(=O)c2ccc(-n3cnnn3)c(C)c2)c1 | 4 | -12 | -5 | -20 | -0.9
21 | COc1ccc(S(=O)(=O)N2CCc3ccccc32)cc1C(=O)N1CCOCC1 | x | x | 10 | x | x
22 | NC(=S)N/N=C1\CCOc2ccc(Cl)cc21 | 9 | -14 | -16 | -12 | -0.7
23 | Cc1cc(NS(=O)(=O)c2ccc(Nc3nc(-c4sc(N)nc4C)cs3)cc2)no1 | 22 | 1 | 5 | 7 | -6.7
24 | COc1ccc(-c2ccc(SCC(=O)N3CCN(c4ccccc4)CC3)nn2)cc1 | -5 | -3 | -2 | -5 | -3.7
25 | COc1ccc(CN(C2CCCC2)S(=O)(=O)c2ccc(-n3cnnn3)cc2)cc1OC | -10 | 3 | 25 | -5 | -0.6
26 | O=C(c1ccccc1Br)N1CCN(c2ccccn2)CC1 | 21 | -10 | 2 | -6 | -3.6
27 | COc1ccc(-n2c(CNC(=O)COc3ccccc3)n[nH]c2=S)cc1 | 5 | -1 | -22 | -3 | 0.1
28 | CCC(C)[C@H](NC(=O)Nc1ccc2c(c1)OCCO2)C(=O)O (stereo not given in full) | -12 | -4 | 9 | 1 | 0.7
29 | Cc1cc(C(=O)OCC(=O)Nc2cccc(S(=O)(=O)N(C)C)c2)c(C)o1 | -3 | -4 | -1 | 4 | -2.1
30 | Cc1cc(C)n(CC(=O)NC2CCCCC2)n1 | -4 | 6 | 24 | -11 | -1.8

# | IMP-1 inh | IDE act | IDE cell inh | GalR3 antagonist
16 | -4.0 | 2 | 1 | -4
17 | -0.3 | -6 | 7 | -2
18 | -3.2 | 6 | 5 | -7
19 | -0.2 | 1 | -2 | -8
20 | -2.2 | -1 | -2 | 7
21 | x | 0 | 4 | -2
22 | -2.9 | 5 | -1 | -5
23 | -2.5 | -4 | -3 | x
24 | -3.4 | 5 | -4 | -4
25 | 0.0 | -2 | 0 | 3
26 | -2.6 | 2 | 2 | -2
27 | -4.6 | 6 | 1 | 1
28 | -0.3 | -2 | 4 | -6
29 | -3.1 | -3 | 2 | -2
30 | -1.8 | 6 | -5 | 2

By substructure, the compounds so far containing a nitro group on carbon.
# | Structure | SUMO HTRF inh | p-CIP stab down | CRFBP-R2 block | NS3 helicase inh | VIM-2 inh
15 | C=CCOc1ccc(CN(C)CC(=O)Nc2ccccc2[N+](=O)[O-])cc1 | 4 | -5 | 0 | -13 | -2.7
17 | O=C(Cn1cncc1-c1ccc([N+](=O)[O-])cc1)Nc1cccc2ccccc12 | 20 | -4 | 15 | -18 | -1.9

# | IMP-1 inh | IDE act | IDE cell inh | GalR3 antagonist
15 | -5.8 | 7 | -5 | -3
17 | -0.3 | -6 | 7 | -2

(listing goes on)
# | Structure | SUMO HTRF inh | p-CIP stab down | CRFBP-R2 block | NS3 helicase inh | VIM-2 inh
31 | Cc1cc(CN(C)C(=O)CC2C(=O)NCCN2Cc2c(F)cccc2Cl)on1 (stereo not given) | 12 | 9 | 0 | -3 | -0.3
32 | FC(F)(F)c1nnc(-c2ccccc2)nc1N1CCOCC1 | -6 | -4 | 3 | 6 | -0.7
33 | O=C(OCn1nnc2ccccc2c1=O)c1ccc2c(=O)n3c(nc2c1)CCC3 | 11 | 3 | -16 | -6 | 0.6
34 | O=C(NCCC1=CCCCC1)c1cnc2n(c1=O)CCS2 | -18 | -4 | -17 | 0 | -3.7
35 | CCOC(=O)Cc1csc(NC(=O)/C=C/c2ccccc2Cl)n1 | 7 | -8 | -6 | -25 | -0.9
36 | O=C(O)CC1=C(O)C(=O)N(c2ccccc2)C1c1ccc(Cl)cc1 (stereo not given) | 8 | -3 | 8 | 6 | -2.5
37 | O=C(Oc1cccc(/C=N/Nc2nc(N3CCOCC3)nc(N3CCOCC3)n2)c1)c1ccco1 | 20 | -15 | -14 | 8 | -1.8
38 | COc1cc(C(=O)Nc2nc(-c3ccc(Cl)cc3)c(C)s2)ccc1OCC(=O)Nc1ccc(F)cc1 | -1 | 4 | -2 | 14 | -0.8
39 | Cc1[nH]nc(SCC(=O)Nc2cccc(O)c2)c1[N+](=O)[O-] | -5 | 12 | 35 | -6 | -1.8
40 | Cc1cc([N+](=O)[O-])ccc1NC(=O)Nc1ccccc1F | 3 | 2 | 14 | 3 | -3.5
41 | Cc1ccccc1NC(=O)Cn1cnc2c1c(=O)n(C)c(=O)n2C | 8 | -4 | 10 | 0 | -1.3
42 | C[C@H](CO)N1C[C@H](C)[C@@H](CN(C)S(=O)(=O)c2cn(C)cn2)Oc2c(NS(=O)(=O)c3ccc(F)cc3)cccc2C1=O | x | x | 1 | x | x
43 | COC(=O)c1ccccc1S(=O)(=O)Nc1ccc2cn[nH]c2c1 | 20 | -5 | 20 | -10 | -2.2
44 | COc1ccccc1N(C)S(=O)(=O)c1ccc(C(=O)Nc2ncc(C)s2)cc1 | x | x | -4 | x | x
45 | O=S(=O)(Cc1ccccc1)c1nc2ccccc2n1Cc1ccccn1 | 27 | 0 | -6 | -5 | -1.3
46 | COc1cccc(CNS(=O)(=O)c2csc(C(N)=O)c2)c1 | 2 | -40 | -3 | 19 | -2.0
47 | CC1CC1C(=O)OCc1cc(=O)n2cc(Br)ccc2n1 (stereo not given) | 12 | -4 | 5 | 5 | 0.2
48 | O=C(Nc1ccc2oc(-c3ccccc3F)nc2c1)c1ccc2c(c1)OCCO2 | 10 | -21 | -19 | -10 | -0.2

# | IMP-1 inh | IDE act | IDE cell inh | GalR3 antagonist
31 | -0.5 | -2 | -3 | -5
32 | -3.0 | 3 | 1 | -1
33 | -2.2 | 4 | -4 | 2
34 | -2.5 | -4 | 5 | -2
35 | -1.6 | 4 | 4 | -3
36 | 0.3 | 5 | 1 | -1
37 | -3.3 | -7 | 8 | -1
38 | -3.2 | 2 | 2 | -1
39 | -2.7 | 2 | 1 | -1
40 | -3.0 | 0 | -1 | -3
41 | 0.1 | 6 | 9 | -1
42 | x | 4 | 1 | -5
43 | -1.6 | 3 | 3 | -1
44 | x | -3 | 4 | -6
45 | -0.8 | 0 | 7 | -4
46 | -0.3 | 0 | 1 | -5
47 | -2.4 | 4 | 3 | 5
48 | -2.2 | -13 | 12 | 6

Part of the list above in order of molecular weight, high to low.
# | Structure | SUMO HTRF inh | p-CIP stab down | CRFBP-R2 block | NS3 helicase inh | VIM-2 inh
33 | O=C(OCn1nnc2ccccc2c1=O)c1ccc2c(=O)n3c(nc2c1)CCC3 | 11 | 3 | -16 | -6 | 0.6
14 | COc1ccc(CNC(=S)Nc2ccc(-c3ccccc3)cc2)cc1 | 6 | 2 | -3 | -27 | -4.3
28 | CCC(C)[C@H](NC(=O)Nc1ccc2c(c1)OCCO2)C(=O)O (stereo not given in full) | -12 | -4 | 9 | 1 | 0.7
7 | Clc1ccc(Oc2cnc3ccccc3n2)cc1 | -32 | 3 | -1 | -2 | -4.7

# | IMP-1 inh | IDE act | IDE cell inh | GalR3 antagonist
33 | -2.2 | 4 | -4 | 2
14 | -2.9 | 4 | 2 | -5
28 | -0.3 | -2 | 4 | -6
7 | -2.6 | 4 | 5 | -4
